# Bcl-xL primary = blocks human Bcl-xL binding to Bim BH3 peptide. AID 2129. 320,000 tested, 0.7% active. GST-Bcl-xL / FITC-Bim BH3 peptide fluorescence polarization. inhibition, % at 10.9 µM;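 active = inhibition above the mean of all tested compounds plus 3 SD, cutoff set per campaign, cut at about 30% in these data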;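 also: 0% = DMSO wells and 100% = unlabeled Bim-BH3 peptide competitor; inhibitors lower millipolarization by displacing the labeled peptide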
# MEX-5 binding = C. elegans MEX-5 TCR-2 RNA binding activity; MEX-5/FITC-TCR2 RNA binding, fluorescence polarization; active compounds read low; activity score (negative = inhibition of binding), % at 10 µM; 300,000 tested, 0.38% active;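 active = inhibition past about -25% in most replicates, and total fluorescence under double the plate's negative control median, limit read from the data; inconclusive = replicates evenly split on the limit, or fluorescence at least double controls; inactive = too little inhibition in most replicates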;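 also: 0% = DMSO and -100% = 5 µM competing unlabeled TCR2 RNA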
# Target sequence (Q9XUB2 whole entry, looked up): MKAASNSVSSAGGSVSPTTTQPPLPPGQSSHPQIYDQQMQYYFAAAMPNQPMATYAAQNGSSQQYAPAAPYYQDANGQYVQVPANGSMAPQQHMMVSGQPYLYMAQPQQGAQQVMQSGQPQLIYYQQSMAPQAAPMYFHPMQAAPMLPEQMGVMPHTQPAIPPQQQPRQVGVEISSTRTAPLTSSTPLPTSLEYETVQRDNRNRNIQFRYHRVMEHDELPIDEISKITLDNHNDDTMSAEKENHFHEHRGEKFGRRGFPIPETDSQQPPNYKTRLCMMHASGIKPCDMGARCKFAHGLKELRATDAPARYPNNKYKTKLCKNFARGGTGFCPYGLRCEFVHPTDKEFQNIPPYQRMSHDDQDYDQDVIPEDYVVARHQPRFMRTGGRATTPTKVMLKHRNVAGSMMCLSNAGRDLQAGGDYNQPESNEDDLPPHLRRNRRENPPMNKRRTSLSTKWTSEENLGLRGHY
# CR mimetic SO = yeast age-related superoxide inhibition as caloric restriction mimetic. S. cerevisiae aged cells, superoxide DHE fluorescence; active compounds read low. superoxide response (% of plate mean), % at 10 µM. 330,000 tested, 0.18% active;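 active = superoxide response under a set limit, about three screen SD below normal, cut at about 65% in these data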;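 also: yeast aged for seven days with compound at 30 °C before DHE staining; 100% = average MFI of all compound-treated wells on the plate with controls excluded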
# GRK2 aptamer HTS = inhibitors of human GRK2 displacing RNA aptamer. bead flow cytometry, FAM-aptamer displacement from GRK2. 330,000 tested, 0.59% active. AID 488847. inhibition of aptamer binding, % at 10 µM;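 active = inhibition of aptamer binding above 40%, roughly 3 SD of noise, on plates passing a quality check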;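 also: median bead fluorescence of bound FAM aptamer so fluorescent compounds give negative values; no value below 0 was filed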
# AGP1 TOR yeast = yeast TOR pathway AGP1-GFP modulation | S. cerevisiae AGP1-GFP multiplex flow cytometry, 3 h; GFP as percent of DMSO wells | GFP response vs DMSO, % at 10 µM | 320,000 tested, 0.02% active;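 active = GFP response relative to DMSO above a set limit, near screen average plus 3 SD, cut at about 150% in these data; inconclusive = fewer than 70 cells counted for the yeast strain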;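 also: median GFP channel fluorescence of the gated AGP1 strain per well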
# GLD-1 TGE inh = GLD-1-TGE RNA interaction inhibition (C. elegans); Q17339; purified GLD-1 + fluorescein TGE RNA, fluorescence polarization; inhibition, % at 5.96 µM; 320,000 tested, 0.44% active; AID 2280;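 active = percent inhibition above a per-plate cutoff, the plate mean of test compounds plus 3 SD, cut at about 30% in these data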;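 also: 0% = DMSO wells with GLD-1 and probe and 100% = wells lacking GLD-1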
# Target sequence (Q17339 whole entry, looked up): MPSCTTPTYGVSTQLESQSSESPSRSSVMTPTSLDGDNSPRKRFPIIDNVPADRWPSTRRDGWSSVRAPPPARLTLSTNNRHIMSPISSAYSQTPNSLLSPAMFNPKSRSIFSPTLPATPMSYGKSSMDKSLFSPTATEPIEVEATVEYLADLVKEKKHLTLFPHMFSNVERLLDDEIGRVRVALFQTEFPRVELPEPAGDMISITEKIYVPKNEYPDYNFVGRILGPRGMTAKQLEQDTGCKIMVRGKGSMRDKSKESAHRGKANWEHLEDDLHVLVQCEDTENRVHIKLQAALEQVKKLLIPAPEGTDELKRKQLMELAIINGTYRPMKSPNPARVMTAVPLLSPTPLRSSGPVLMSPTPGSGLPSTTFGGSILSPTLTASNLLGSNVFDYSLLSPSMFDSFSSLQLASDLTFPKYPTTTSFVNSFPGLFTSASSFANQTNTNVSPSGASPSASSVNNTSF
# VLA-4 inh = inhibition in a human VLA-4 binding assay; P13612; VLA-4 expressing cells, ligand binding flow cytometry; inhibition, % (about 7 µM as worked out from the volumes in the protocol); 330,000 tested, 0.2% active; AID 2557; in the data active = inhibition above about 50%
# MCL1 BIM primary = disrupts human MCL1 binding to BIM-BH3 peptide. Q07820. GST-MCL1 / FITC-Bim-BH3 fluorescence polarization. inhibition, % at 10.9 µM. 320,000 tested, 0.68% active. AID 2057;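 active = inhibition above the mean inhibition of all tested compounds plus 3 SD, set per campaign, cut at about 40% in these data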;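 also: 0% = DMSO wells and 100% = unlabeled Bim-BH3 peptide control; higher means more loss of mP so more displacement of Bim peptide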
# CIT2-GFP yeast = alters CIT2-GFP fluorescence in TOR pathway yeast screen. GFP response vs DMSO, % at 10 µM. 320,000 tested, 0.065% active. AID 2029. S. cerevisiae CIT2-GFP strain, flow cytometry, 3 h; 100 means same as DMSO wells;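 active = GFP response relative to DMSO above a set limit, near the screen mean plus 3 SD, cut at about 150% in these data; inconclusive = Fewer than 70 cells measured for a yeast strain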;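 also: ratio of well median GFP fluorescence to mean of DMSO wells on the plate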
# The depositor's hits bear a star; ? = inconclusive; . = no result given; [ ] = another dose, or the depositor's remark.
SMILES,Bcl-xL primary,MEX-5 binding,CR mimetic SO,GRK2 aptamer HTS,AGP1 TOR yeast,GLD-1 TGE inh,VLA-4 inh,MCL1 BIM primary,CIT2-GFP yeast
Fc1ccc(-c2c[nH]c(=S)n2Cc2ccccc2)cc1,-24,2.1,86,2,95,3,4,-25,101
CCOC(=O)[C@@H]1[C@H]2COc3cc(OC)ccc3[C@H]2N2C(=O)N(c3ccc(F)cc3)C(=O)[C@@]12C,-1,2.3,114,0,97,-7,2,-3,91
CC(=O)Nc1ccc(S(=O)(=O)Nc2c(NC3CCCCC3)c3ccccc3oc2=O)cc1,1,0.4,85,1,104,0,6,8,116
Cc1cc(=O)oc2cc(Oc3ccc(C(N)=O)cc3[N+](=O)[O-])ccc12,-1,-1.4,110,1,103,-1,6,-1,80
CCOC(=O)N1CCN(S(=O)(=O)c2cc(Br)cnc2N)CC1,2,2.1,99,0,98,1,1,4,95
COc1cccc(CNC(=O)CSc2cc(=O)n(C)c3ccccc23)c1,4,3.1,106,0,94,4,18,-2,93
Cc1cc(C(=O)Nc2ccc(S(=O)(=O)Nc3nccs3)cc2)c(C)o1,11,-1.1,90,4,97,4,-2,4,99
COc1ccc(CCC(=O)N2CCN(c3ccccc3)CC2)cc1OC,-1,1.3,87,1,102,0,-6,-1,111
Cc1ccc(C(=O)CCC(=O)NC2=NCCS2)cc1,-3,.,82,0,100,-4,9,-7,100
CC(C)[C@H](NC(=O)N1CCn2c1nc1ccccc12)C(=O)NCc1ccccc1Cl,5,-1.7,94,2,100,1,6,5,98
CCc1ccc(-c2nc(CN3CCC(C(=O)NCc4ccccc4OC)CC3)c(C)o2)cc1,5,3.1,89,0,102,-8,8,10,108
COc1ccc(C(=O)COC(=O)c2cncc(Br)c2)cc1,-5,.,92,0,98,2,15,-13,108
CC(=O)c1sc(NC(=O)c2cnc(Cl)c(Cl)c2)nc1C,3,0.5,120,0,99,4,1,-6,102
CCOc1ccc(Oc2nc(N(CC)CC)nc(N3CCOCC3)n2)nn1,-5,.,104,0,83,5,8,-1,83
COc1ccc(C(c2sc3nc(C)nn3c2O)N2CCN(Cc3ccccc3)CC2)cc1OC (centres undefined),0,-0.4,97,0,102,1,9,7,99
CCN1C(=O)c2cccc3c(S(=O)(=O)Nc4ccc(O)c(C(=O)O)c4)ccc1c23,7,-3.1,120,3,101,0,-7,5,100
O=C(OCC(=O)N1CCOCC1)c1cnc(Cl)c(Cl)c1,2,.,97,0,94,3,15,4,97
COc1ccc(O)c(C(=O)c2cc(C#N)c(=O)n(Cc3ccccc3)c2)c1,-1,-0.7,97,1,108,-1,9,-8,105
O=[n+]1c2c(n([O-])c3ccccc31)CCC2,7,-3.9,98,2,102,5,12,7,97
CC(NC(=O)c1ccc2nc[nH]c2c1)c1ccccc1 (centres undefined),2,-0.5,103,0,115,2,-5,9,114
CCOc1ccc(N(C(=O)CNC(=O)c2cccs2)C(C(=O)NCC2CCCO2)c2ccc(OC)c(OC)c2)cc1 (centres undefined),3,-2.4,92,0,101,7,-3,3,96
Cc1cc(C)nc(NC(N)=NCCc2c[nH]c3ccccc23)n1,8,1.8,95,0,104,2,-8,-5,98
COc1cc(OC)c(NC(=O)CCCn2c(=O)oc3ccccc32)cc1Cl,-4,-2.4,111,0,97,-5,-4,-8,99
COc1ccc(CC(=O)NNC(=S)NC(=O)c2cccnc2)cc1,0,-1.8,99,0,101,2,-19,3,92
CC1Cc2cc(/C(O)=C3\C(=O)C(=O)N(CCN(C)C)C3c3ccccc3F)ccc2O1 (centres undefined),-1,-0.6,99,0,99,-8,1,-8,87
COc1ccc2cc(N=Cc3nc(-c4ccc(C)cc4)oc3O)cnc2c1,4,-47*,76,0,89,-2,17,4,94
O=C(O)CNc1ncccc1[N+](=O)[O-],7,-1.3,110,0,95,1,-9,8,95
Cc1cc(C)n(CCC(=O)N/N=C/c2ccc(Br)c([N+](=O)[O-])c2)n1,4,1.0,95,0,103,0,19,-4,94
O=c1oc2cc(OCc3c(F)cccc3Cl)ccc2cc1-c1ccccn1,-2,-2.4,96,4,90,3,7,-1,110
Cc1ccc(CNC(=O)C2CCCN(S(=O)(=O)N3CC(C)CC(C)C3)C2)cc1 (centres undefined),7,1.8,113,0,109,-4,-4,6,105
COc1ccc(N(CC(=O)NCCC2=CCCCC2)S(C)(=O)=O)cc1OC,0,1.2,113,3,?,-4,3,2,?
COC(=O)C1(Cc2cc(-c3ccccc3)no2)CCN(C(=O)OC(C)(C)C)CC1,1,-1.7,96,2,81,3,32,1,66
COc1ccc(CN(C)C(C)C(=O)Nc2cccc3ccccc23)cc1 (centres undefined),0,1.2,112,0,99,-7,5,-4,96
CN(C)C=Nc1ccc2nn(-c3ccccc3)nc2c1,-1,0.6,105,0,98,3,25,0,85
CCOC(=O)C1CCN(C(=O)c2ccc(N3CCOCC3)c([N+](=O)[O-])c2)CC1,-4,.,93,0,94,6,4,2,97
O=c1nc(N/N=C/C=C/c2ccccc2)cn[nH]1,-2,-12,104,2,106,1,-5,2,97

# Next part (three carried over from the part before).
SMILES,Bcl-xL primary,MEX-5 binding,CR mimetic SO,GRK2 aptamer HTS,AGP1 TOR yeast,GLD-1 TGE inh,VLA-4 inh,MCL1 BIM primary,CIT2-GFP yeast
CN(C)C=Nc1ccc2nn(-c3ccccc3)nc2c1,-1,0.6,105,0,98,3,25,0,85
CCOC(=O)C1CCN(C(=O)c2ccc(N3CCOCC3)c([N+](=O)[O-])c2)CC1,-4,.,93,0,94,6,4,2,97
O=c1nc(N/N=C/C=C/c2ccccc2)cn[nH]1,-2,-12,104,2,106,1,-5,2,97
O=C(CCNS(=O)(=O)c1cccc2nsnc12)NCc1ccccc1Cl,2,-0.9,99,2,101,5,3,-4,94
COc1cc(S(=O)(=O)N2CCCCCC2)c(OC)cc1Br,3,0.9,82,4,94,-2,11,2,.
CC(C)(C)NCc1cc(Cl)ccc1OCc1cccs1,2,1.0,102,0,116,6,13,1,89
CC(C(=O)Nc1ccc(S(=O)(=O)N2CCOCC2)cc1)N1C(=O)C2CC=CCC2C1=O (centres undefined),-6,0.4,86,0,47[may fluoresce violet],4,5,-14,?
O=C(Nc1ccc(N2CCCC2)cc1)c1ccc(Cl)cc1Cl,3,1.5,93,0,110,-3,0,-7,121
O=C(CC1C(=O)NCCN1Cc1ccc(Cl)c(F)c1)NC1CCCCC1 (centres undefined),14,-0.4,93,0,105,1,2,14,.
O=C(CN1C(=O)CC(c2ccco2)Sc2ccccc21)Nc1ccccc1F (centres undefined),4,0.7,98,2,104,-2,24,6,101
O=C(NCc1n[nH]c(=S)n1-c1ccc(F)cc1)c1ccco1,-8,-4.8,102,0,105,1,10,-2,99
Cc1ccc(C2=N/C(=C\c3ccc(OS(=O)(=O)c4ccc(C)cc4)cc3)C(=O)O2)cc1,12,3.0,103,1,103,-4,9,14,93
Cn1nc(OCc2ccccc2)ccc1=O,3,0.9,101,0,101,-3,-10,4,99
CC(=O)NC(=O)c1cnn(-c2ccccc2)c1N,2,0.3,95,0,108,5,15,5,98
COc1ccc(Nc2nnc(SCC(=O)c3cc4ccccc4o3)s2)cc1,-14,2.1,106,0,102,-15,-15,-23,93
Cc1cccc(OCCCC(=O)Nc2ccc(S(N)(=O)=O)cc2)c1,0,0.9,105,4,106,3,5,1,98
Cn1c(=O)c2c(nc(N/N=C/c3ccco3)n2C)n(C)c1=O,8,-12,97,4,107,4,0,12,116
COc1cccc(C(=O)N(Cc2nc(-c3ccc(C)cc3)no2)C(C)C)c1,0,0.7,112,1,99,0,-4,-2,93
Cc1ccc(N2C(=O)C3CCCN3C2=S)cc1 (centres undefined),6,-1.9,98,3,94,4,22,4,101
Cc1ccn2cc(-c3ccc(NC(=O)c4ccco4)cc3)nc2c1,0,0.9,113,1,101,-1,20,-5,109
O=C(N/N=C/c1ccccn1)c1cccc([N+](=O)[O-])c1,4,0.6,107,0,94,-5,6,2,96
Cc1cccc(Nc2nnc(-c3ccc(N4CCOCC4)c([N+](=O)[O-])c3)c3ccccc23)c1,5,-0.2,90,2,93,4,29,-4,99
O=C(COc1ccc2c3c(c(=O)oc2c1)CCC3)Nc1ccccn1,10,.,99,2,97,5,2,5,99
O=C(CCCN1C(=O)/C(=C/c2ccccc2)SC1=S)NCCCn1ccnc1,2,-1.4,103,1,110,-3,9,6,112
COC(=O)[C@]1(Cc2ccccc2)N[C@H](CN(C)C(=O)Nc2ccccc2)[C@@H]2C(=O)N(C)C(=O)[C@@H]21,.,.,93,4,103,-4,-15,.,99
CCN1CCN(C(=O)c2ccc(Cl)c(S(=O)(=O)N3CCCCCC3)c2)CC1,5,0.1,80,5,101,4,7,6,93
COc1ccc(N2CC(C(=O)NNC(=O)c3ccc(Br)cc3)CC2=O)c(OC)c1 (centres undefined),0,1.9,104,1,103,7,15,-1,98
CCC(CC)c1nnc(NC(=O)c2cc([N+](=O)[O-])ccc2N2CCOCC2)s1,.,.,78,0,96,3,3,.,102
COc1ccc(N(CC(=O)NC(C)C)C(=O)CCC(=O)Nc2ccccn2)cc1,1,0.3,101,0,102,-9,5,4,109
O=c1c(-c2ccc(Cl)cc2)cnc2n1CCS2,1,1.3,96,0,102,2,-3,-5,100
COC(=O)CCC(=O)NNC(=O)c1cccc(Cl)c1,3,.,98,2,105,3,4,-4,101
CC(NCC(O)COc1ccccc1)C1COc2ccccc2O1 (centres undefined),3,1.1,97,4,96,6,10,5,99
CCCCCOc1ccc(OC(=O)c2ccncc2)cc1,6,0.4,114,1,91,0,-2,6,85
O=C1C2CC=CCC2C(=O)N1c1ccc(NCCc2ccccc2)c([N+](=O)[O-])c1 (centres undefined),1,.,103,1,99,-4,-1,-6,99
O=C(COC(=O)CC1CCCC1)Nc1ccc(Br)cc1F,.,.,95,2,102,1,1,.,102
O=C(O)CN1C(=O)CC(c2ccccc2)CC1=O,3,0.0,92,0,101,2,-14,-4,105
CCOc1ccc(C(=O)NCCCN2CCCC2=O)cc1,9,-0.9,106,2,93,-3,8,1,88
COc1ccc(C(=O)C2CCCN(C(=O)c3cc(C4CC4)[nH]n3)C2)c(C)c1 (centres undefined),5,1.7,89,1,94,-2,2,17,101
CN(Cc1nc2ccccc2n1C)c1ccccc1,4,-1.5,99,0,105,-2,2,7,110
Cc1ccc(NC(=O)CN(C)C(=O)COc2ccc(C(=O)c3ccc(F)cc3)cc2)cc1,-5,-0.4,107,2,94,1,4,-25,95
COc1cccc(N2CCN(Cc3ncc(-c4ccccc4)o3)CC2)c1,8,-0.1,103,0,100,10,3,15,99
Cc1ccc(NC(=O)c2ccc(OCc3c(C)noc3C)cc2)nc1,1,.,95,1,103,2,3,0,95
COc1ccccc1NC(=O)C1CC(=O)N(c2ccc(F)cc2)C1 (centres undefined),-2,-1.6,108,0,113,-4,6,1,100
Cc1ccc(NCc2ccco2)cc1C,4,-0.9,86,0,82,-1,0,1,90
O=C(NCC(c1ccco1)N1CCN(c2ccccc2)CC1)c1ccco1 (centres undefined),6,0.8,109,2,100,0,2,8,95
CCS(=O)(=O)N1CCC(C(=O)NCCN2CCOCC2)CC1,1,1.4,120,2,104,4,12,1,108

# Screening data: PubChem, several laboratories
